Rtt109 Vps75 – C. albicans Rtt109 histone acetyltransferase inhibition; purified Rtt109/Vps75, ThioGlo CoA-SH fluorescence, 4 h; 0.16% of 330,000 active; inhibition, % at 34.9 µM;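 active = inhibition of at least 50% in every replicate; inconclusive = best replicate reaches 50% inhibition but some replicates fall short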
Target sequence (Q5AAJ8 whole entry, looked up): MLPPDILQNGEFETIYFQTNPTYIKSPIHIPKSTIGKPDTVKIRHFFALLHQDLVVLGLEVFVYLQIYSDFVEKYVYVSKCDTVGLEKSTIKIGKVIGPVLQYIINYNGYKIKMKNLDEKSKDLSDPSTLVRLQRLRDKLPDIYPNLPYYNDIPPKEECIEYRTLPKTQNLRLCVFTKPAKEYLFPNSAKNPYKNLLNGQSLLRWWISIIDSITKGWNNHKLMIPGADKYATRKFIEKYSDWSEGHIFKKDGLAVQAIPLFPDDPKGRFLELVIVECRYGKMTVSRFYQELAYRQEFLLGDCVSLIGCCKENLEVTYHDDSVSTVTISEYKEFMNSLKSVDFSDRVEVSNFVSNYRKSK
Wnt act – activates Wnt/beta-catenin signaling in a reporter cell assay; activator, plate reader; activation, % at 9.35 µM; 1.2% of 300,000 active; in the data active = activation above about 30%, passing the limit was not always enough; inconclusive = no clear call, values can overlap the other calls;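 note: 0% = neutral control wells and 100% = positive control wells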
PfHsp90 yeast 2 – inhibits growth of yeast expressing Plasmodium falciparum Hsp90. S. cerevisiae expressing PfHsp90, BacTiter-Glo ATP, 48 h; yeast lacking PDR1 and PDR3 efflux regulators. inhibition, % at 9.4 µM. 0.32% of 310,000 active. AID 504621;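 active = every replicate shows inhibition above about 80%, whatever the replicate mean, limit read from the data; inconclusive = mean inhibition reaches the set limit but some replicate falls short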;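 note: 0% = DMSO neutral controls and 100% = 20 µM radicicol positive controls; yeast relying on Plasmodium falciparum Hsp90 in place of its own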
CAL PDZ FP – blocks peptide binding to human CAL PDZ domain | inhibition, % at 20 µM | Q9HD26 | purified CAL PDZ, TMR-peptide fluorescence polarization, 1 h | AID 504414 | 0.02% of 330,000 active;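 active = highest replicate inhibition of at least 40%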;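 note: plate controls were DMSO neutral control wells for no effect and unlabeled competitor peptide control wells for full effect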
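Test system: purified CerCALP PDZ construct; Compound dosing: one concentration, 20 µM compound; Also added: TMR-labelled reporter peptide T*-PRC34 bound in PDZ groove; Read-out: inhibition from polarization loss; Controls: unlabelled peptide and DMSO controls; Signal: FP readout, S and P plane fluorescence; Incubation: 1 h at RT.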
DAGLB inhibitor – blocks human DAGLB lipase activity | Q8NCG7 | HEK293T DAGLB membrane lysate, EnzChek fluorogenic substrate | inhibition, % at 5.17 µM | 0.059% of 340,000 active | AID 504411; in the data active = inhibition above about 34%;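 note: 0% = enzyme with vehicle and 100% = wells lacking enzyme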
Target sequence (Q8NCG7 whole entry, looked up): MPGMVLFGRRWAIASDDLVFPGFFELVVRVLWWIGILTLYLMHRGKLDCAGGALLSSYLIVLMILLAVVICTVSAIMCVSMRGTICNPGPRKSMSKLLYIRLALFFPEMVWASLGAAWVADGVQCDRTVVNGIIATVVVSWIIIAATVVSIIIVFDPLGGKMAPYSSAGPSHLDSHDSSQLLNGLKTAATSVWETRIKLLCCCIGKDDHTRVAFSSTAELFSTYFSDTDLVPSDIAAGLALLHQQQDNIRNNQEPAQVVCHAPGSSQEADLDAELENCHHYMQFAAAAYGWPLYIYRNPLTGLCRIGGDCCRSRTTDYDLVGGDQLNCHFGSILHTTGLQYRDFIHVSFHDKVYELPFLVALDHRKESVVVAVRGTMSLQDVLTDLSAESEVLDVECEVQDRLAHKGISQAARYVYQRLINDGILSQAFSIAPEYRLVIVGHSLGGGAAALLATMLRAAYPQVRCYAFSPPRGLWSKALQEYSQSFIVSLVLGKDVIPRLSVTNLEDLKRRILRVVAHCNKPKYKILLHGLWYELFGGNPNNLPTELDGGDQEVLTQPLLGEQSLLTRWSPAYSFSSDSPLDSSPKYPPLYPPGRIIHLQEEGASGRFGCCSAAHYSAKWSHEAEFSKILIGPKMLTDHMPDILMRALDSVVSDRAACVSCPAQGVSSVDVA
Tat export inh – blocks Tat-dependent protein export in E. coli; E. coli MC4100 TorA-mCherry Tat export, fluorescence; inhibition, % at 10 µM; 0.036% of 340,000 active; AID 488895;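 active = mean replicate inhibition at least 50% and at least half of replicates individually reaching 50%; inconclusive = only one of the two criteria met; inactive = neither criterion met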;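 note: exported cargo escapes ClpAP degradation while cytoplasmic cargo is degraded and loses fluorescence; 0% = median of neutral control wells and 100% = median of NaSCN control wells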
E coli growth – bacterial growth inhibition, counter-screen for AddAB inhibitors; E. coli V3065 growth, OD600 absorbance, 18 h; inhibition, % at 11.9 µM; 0.27% of 330,000 active; AID 449728;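 active = inhibition above the campaign's mean inhibition across all tested compounds plus 3 SD, cut at about 9.9% in these data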;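 note: uninfected addAB+ strain grown without phage in ampicillin broth; 0% = DMSO wells and 100% = ciprofloxacin 0.95 µg/ml wells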
AddAB inh – less growth of phage-infected E. coli with AddAB; E. coli expressing H. pylori AddAB, absorbance growth; inhibition, % at 11.9 µM; 0.29% of 330,000 active; in the data active = inhibition above about 12%;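 note: 0% = vehicle wells of infected cells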
PvdQ acylase – blocks Pseudomonas aeruginosa PvdQ acylase activity; AID 488965; 0.063% of 340,000 active; purified PvdQ acylase, fluorescence plate reader; inhibition, % at 10 µM; in the data active = inhibition above about 30%, passing the limit was not always enough; inconclusive = no clear call, values can overlap the other calls;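 note: 0% = vehicle neutral wells and 100% = reference inhibitor wells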
phage Ecoli inh – E. coli growth loss with phage present; 0.26% of 360,000 active; growth absorbance; inhibition, % at 11.9 µM; in the data active = inhibition above about 11%
* marks the source's active call; other numbers are inactive results; u = inconclusive; x = no result given.

SMILES	Rtt109 Vps75	Wnt act	PfHsp90 yeast 2	CAL PDZ FP	DAGLB inhibitor	Tat export inh	E coli growth	AddAB inh	PvdQ acylase	phage Ecoli inh
CCCCNC(=O)CSc1nccn1Cc1ccccc1	1	-2	11	-0.3	-1	9	-0.1	1.7	-7	-1.6
CNC(=O)CSc1nnc(-c2ccco2)n1-c1ccc(C)cc1	-3	x	-12	-1.3	-1	3	0.3	0.3	-6	5.0
COc1ccccc1OCCn1cc(/C=N/NC(N)=S)c2ccccc21	13	-2	4	-0.2	4	2	3.6	-0.2	12	4.3
CCc1ccc(N2C(=O)CN(Cc3ccc(OC)c(OC)c3)C2=S)cc1	9	-1	-6	1.2	-3	10	-0.3	-1.2	8	4.1
Cc1ccccc1OCC(=O)NN1C(=O)C2C3C=CC(O3)C2C1=O (stereo unspecified)	-5	-1	4	-3.0	-1	2	-2.1	-0.4	3	2.5
CC1CCc2cc(F)ccc2N1C(=O)CCl (stereo unspecified)	12	x	x	-0.8	2	4	x	x	0	x
O=[N+]([O-])c1ccc(N2CCOCC2)cc1O	1	2	16	-0.5	2	10	-1.5	1.8	2	1.3
O=C(Nc1ccc2c(c1)OCO2)C1CCCCC1	-22	1	-5	-0.8	2	-2	-1.5	1.3	-5	3.0
COC(=O)c1c(-c2snnc2C)n[nH]c1C	-4	-1	-16	-0.7	-3	2	3.3	0.4	0	-1.8
CC(C)NCC(O)COc1ccc(COCCOC(C)C)cc1 (stereo unspecified)	0	11	-6	-0.3	1	0	-0.8	0.0	-2	2.4
Cc1cc(NCc2ccco2)nc(N2CCC(C(=O)NC3CCCCC3)CC2)n1	6	-3	-48	-0.1	-2	-1	-1.3	1.0	-17	1.2
CC1(C)CC(c2nc(-c3ccc(Cl)cc3)cs2)CCS1 (stereo unspecified)	-2	x	8	-1.5	-18	3	0.6	1.5	3	2.4
CC(C)CC(NC(=O)OC(C)(C)C)c1cn([C@@H](Cc2cc3ccccc3[nH]2)C(=O)N2CCN(C(=O)OC(C)(C)C)CC2)nn1 (stereo partly specified)	-2	-5	-9	-0.7	-5	-10	-1.5	4.4	-9	3.8
COc1ccc(NC(=O)NCCCN2CCCCC2C)cc1 (stereo unspecified)	23	x	x	-1.5	1	0	-0.6	2.5	-14	-0.2
CN(Cc1ccccc1)C(=O)COC(=O)c1cc(NS(=O)(=O)c2cccs2)ccc1O	1	-1	-7	-2.3	-1	1	-1.2	0.6	-1	1.1
Cc1nn(CCC(=O)NCc2ccc(OC(C)C)cc2)c(=O)c2nn(-c3ccccc3)c(C)c12	-5	-2	0	0.1	1	2	0.6	2.8	-1	0.6
O=C(Nc1ncn[nH]1)c1cc(S(=O)(=O)Nc2cccc(C(F)(F)F)c2)ccc1Cl	-7	0	-40	-0.2	3	1	1.5	2.4	-19	1.7
COc1ccc2oc(N)c(C=O)c(=O)c2c1	-1	11	10	-2.4	-2	4	-1.6	1.8	-15	1.5
CCOC(=O)c1c(C)[nH]c(C(=O)CN2CCOCC2)c1C	-2	x	-19	-2.5	1	-1	-0.3	2.3	0	2.7
Cc1ccc(N/C(CSC(N)=O)=N/S(=O)(=O)c2ccccc2)cc1	-2	12	-16	0.0	1	0	-1.6	1.6	-4	3.5
CCOC(=O)N1CCN(C(=O)CNC(=O)c2ccc(Br)cc2)CC1	-4	-2	-5	0.6	0	-7	0.6	-0.4	-11	1.1
C[C@H]1COC(=O)[C@H](Cc2ccc(F)cc2)C/C=C\C[C@H](CC(=O)NCCO)C(=O)N1	2	-1	-7	0.3	-5	-6	0.2	3.0	-16	2.7
CNC(=O)c1cccc(NC(=O)C(C)c2ccc3cc(OC)ccc3c2)c1 (stereo unspecified)	-23	-1	-3	-3.2	-1	2	0.2	3.4	-4	3.9
CCOc1ccc(CC(=O)N2N=C(C)CC2(O)C(F)(F)F)cc1 (stereo unspecified)	-1	x	7	-0.3	-2	-12	2.2	5.0	-10	3.2
NC(=S)NNc1c(F)c(F)c(F)c(F)c1F	9	2	8	-1.9	1	8	1.2	1.5	-12	2.7
N#C/C=C(/N)c1ccc(Br)cc1	-5	-5	4	-1.3	24	5	0.2	3.8	-5	0.3
CCCC(=O)N/C(N)=N/c1nc(C)c2ccccc2n1	7	-4	18	-3.5	0	-9	-1.2	-0.1	-11	-2.5
COCc1cc(C)nc2sc(C(=O)NN)c(-n3cccc3)c12	2	-1	-17	-1.2	0	-1	-0.1	1.9	-4	4.1
CCN(CC)C(=O)CSc1nnc(CNc2ccc(F)cc2)o1	2	2	-13	-0.3	0	-5	2.1	1.1	-11	2.2
CCC(c1nnc(SCC(=O)Nc2cccnc2Cl)n1-c1ccccc1)N(C)C (stereo unspecified)	-4	2	-1	-2.6	-1	-4	-0.9	1.8	-17	0.4
CNC(=O)CSc1nnc(-c2ccccc2)n1C	0	-1	10	-0.6	0	-3	1.9	3.0	-8	5.0
COc1ccc(-c2[nH]c(-c3ccc(C)cc3)nc2SCC(=O)NC2CCCC2)cc1	-15	-11	-10	-0.5	4	-3	-2.3	-0.2	-10	1.3
Cc1ccccc1NC(c1cccc(Cl)c1)c1nnnn1C1CCCCC1 (stereo unspecified)	-5	-2	28	-2.3	-2	-7	-4.0	-1.1	-11	3.6
CS(=O)(=O)N1CCC(C(=O)Nc2cccc([N+](=O)[O-])c2)CC1	2	-2	-19	-7.3	1	-4	0.7	6.2	9	3.7
CSCCC(NC(=O)c1ccccc1Br)C(=O)NNC(=O)c1cc(C)oc1C (stereo unspecified)	-1	-5	4	-1.9	2	13	2.0	0.0	-7	6.0
CNC(=S)N1CCc2cc(OC)c(OC)cc2C1COc1ccc(OC)cc1 (stereo unspecified)	-4	0	-28	-2.2	-2	-4	-0.2	1.5	-13	0.6

Reprinted at random: three records from the list
SMILES	Rtt109 Vps75	Wnt act	PfHsp90 yeast 2	CAL PDZ FP	DAGLB inhibitor	Tat export inh	E coli growth	AddAB inh	PvdQ acylase	phage Ecoli inh
COCc1cc(C)nc2sc(C(=O)NN)c(-n3cccc3)c12	2	-1	-17	-1.2	0	-1	-0.1	1.9	-4	4.1
CCC(c1nnc(SCC(=O)Nc2cccnc2Cl)n1-c1ccccc1)N(C)C (stereo unspecified)	-4	2	-1	-2.6	-1	-4	-0.9	1.8	-17	0.4
CNC(=O)CSc1nnc(-c2ccccc2)n1C	0	-1	10	-0.6	0	-3	1.9	3.0	-8	5.0

(further entries)
SMILES	Rtt109 Vps75	Wnt act	PfHsp90 yeast 2	CAL PDZ FP	DAGLB inhibitor	Tat export inh	E coli growth	AddAB inh	PvdQ acylase	phage Ecoli inh
Cc1cc(C)c(C)c(OCCN2CC(C)OC(C)C2)c1 (stereo unspecified)	-10	2	-13	-1.8	-3	-8	-2.1	-1.6	-8	0.2
CC(=O)NNC(=O)CCn1nnc(-c2ccc(Cl)cc2)n1	-1	-1	1	0.7	-2	-8	0.2	1.4	2	3.6
Cc1cnc(NC(=O)C2CCCC2)s1	-10	x	13	-0.8	2	-12	-0.5	-0.2	-2	1.6
O=C(N/N=C/c1cccc(O)c1)c1cc(-c2ccccc2)nc2ccccc12	1	-2	2	-2.7	-2	-6	0.3	2.7	-19	-0.7
CC(C)Oc1ccc(C(=O)Nc2cccc3cccnc23)cc1	x	0	16	0.2	-6	-7	1.0	1.4	-11	1.4
COc1ccc([C@@H]2OC2(C(N)=O)C(N)=O)cc1	24	10	-22	-1.2	-1	-1	0.1	-0.4	4	0.0
NC(=O)c1ccccc1NS(=O)(=O)c1ccccc1	x	7	x	-1.5	-3	-3	0.4	1.8	-3	2.2
Cc1ccc(S(=O)(=O)NCC2CCC(C(=O)NCCCN3CCOCC3)CC2)cc1 (stereo unspecified)	-2	-2	10	-4.4	-2	-3	-1.6	0.8	-14	1.4
COc1cc(CN(CCN(C)C)Cc2ccccc2)ccc1OCc1ccccc1	8	2	40	-1.2	1	1	-3.2	-0.1	-15	-2.4
COc1cc2c(cc1OC)CN(C(=S)Nc1ccc(Cl)cc1)CC2	2	2	-2	-1.6	-3	-2	0.5	0.2	6	3.1
C[C@H]1CN([C@@H](C)CO)C(=O)c2cccc(NS(=O)(=O)c3cn(C)cn3)c2O[C@H]1CN(C)S(C)(=O)=O	-3	-1	13	-0.6	-3	-7	3.2	4.4	-10	0.9
CCC(O)CNC(=O)NC(=C(Cl)Cl)c1ccc(C)c(F)c1 (stereo unspecified)	7	-7	x	-2.1	-2	-4	-0.4	1.4	2	4.9
CC(C)NC(=O)C(=O)NNC(=O)CCc1ccccc1	-4	-2	0	-3.0	-1	-2	0.2	2.1	4	1.2
CC1(c2ccc3c(c2)OCO3)NC(=O)N(CC(=O)Nc2ccc(N3CCOCC3)cc2)C1=O (stereo unspecified)	-6	-5	x	0.1	-1	-9	0.8	1.7	9	1.9
O=C1CC(C(=O)Nc2cc(Cl)ccc2Cl)n2ncnc2N1 (stereo unspecified)	-9	-1	-9	-1.1	1	5	1.2	-2.8	-13	4.1
COc1ccc(S(=O)(=O)N2CCCCCC2)cc1NC(=O)CN1C(=O)NC(C)(c2ccc(C)cc2)C1=O (stereo unspecified)	1	0	-10	-2.2	0	21	-1.5	-3.1	-12	3.0
Cc1nn(C)c(C)c1CNC(=O)c1nn2c(c1Cl)NC(c1cccs1)CC2C(F)(F)F (stereo unspecified)	-7	1	-9	-3.4	-4	2	0.0	1.1	-13	-0.5
Cc1[nH]nc(NCCO)c1[N+](=O)[O-]	3	-1	-7	4.5	-1	-1	1.0	-0.6	-3	1.8
CN(C)CC(=O)c1c(N)n(Cc2ccccc2)c(=O)n(C)c1=O	2	-1	3	-1.9	-3	-2	-0.4	5.1	-14	-1.8
CCOC(=O)c1cc(-c2ccccc2C)n(CC2CC(c3cccc([N+](=O)[O-])c3)=NO2)n1 (stereo unspecified)	-3	-2	-10	-0.5	-2	11	-0.2	-1.0	-10	0.6
COc1ccc(C)cc1NS(=O)(=O)c1ccc(Cl)nc1	-2	-1	7	-1.8	-1	3	-0.7	-1.8	-9	1.9
Cc1cc(C)c(OCC(=O)OC(C)C(=O)NC2CC2)c(C)c1 (stereo unspecified)	-2	-2	-3	22	0	18	0.0	3.9	-14	1.3
Cn1c(=O)oc2cc(S(=O)(=O)NCCC(=O)NC3CCCc4ccccc43)ccc21 (stereo unspecified)	-4	-4	27	0.1	0	18	-0.5	1.2	-9	2.8
O=C(Nc1ccccc1)c1ccc(-c2ccc(Br)cc2)o1	2	33*	-10	-2.3	-6	24	2.0	2.4	-6	3.0
O=C(CCC(=O)Nc1ccc(Oc2ccccc2)cc1)NCCO	-6	0	3	-0.9	0	8	-3.6	1.1	-4	1.4
COc1ccc2c(c1)C1NC(=S)NC(C)(O2)C1C(=O)Nc1ccc(C)cc1C (stereo unspecified)	1	-7	3	-1.7	-3	-4	-1.0	1.8	7	1.2
O=C(OCC(=O)N1CCc2ccccc21)c1c2c(nc3ccccc13)CCCCC2	17	x	4	-1.2	-7	-1	-2.9	0.7	8	5.3
CC1CCC2(CC1)NC(=O)N(CC(=O)Nc1sc3c(c1C(N)=O)CCC3)C2=O (stereo unspecified)	10	u	-10	-2.8	2	8	0.7	-1.9	-10	2.1
CN(C(=O)c1cccc(NC(=O)Cc2ccc(NC(=O)C3CCN(C(=O)C4CCCC4)CC3)cc2)c1)C1CCC1	4	-1	-2	2.3	-3	1	x	x	18	2.7

Screening data as filed in PubChem BioAssay.
